# S1P3 ag – human S1P3 receptor agonists, primary screen, cell-based, primary and confirmation, NFAT-BLA reporter. 60,000 tested, 0.1% active. AID 373, 2006. Sphingosine 1-phosphate receptor 3 (Homo sapiens), Q99500. activation, % at 4.5 µM. S1P3 NFAT-BLA reporter cells, agonism, FRET ratio; relative to 1 µM S1P, basal subtracted;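 active means activation above the screen-wide mean plus 3 SD, cut at about 4.5% in these data, passing the limit was not always enough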; further: some compounds called inactive have numbers as strong as hits
# Target sequence (Q99500 whole entry, looked up): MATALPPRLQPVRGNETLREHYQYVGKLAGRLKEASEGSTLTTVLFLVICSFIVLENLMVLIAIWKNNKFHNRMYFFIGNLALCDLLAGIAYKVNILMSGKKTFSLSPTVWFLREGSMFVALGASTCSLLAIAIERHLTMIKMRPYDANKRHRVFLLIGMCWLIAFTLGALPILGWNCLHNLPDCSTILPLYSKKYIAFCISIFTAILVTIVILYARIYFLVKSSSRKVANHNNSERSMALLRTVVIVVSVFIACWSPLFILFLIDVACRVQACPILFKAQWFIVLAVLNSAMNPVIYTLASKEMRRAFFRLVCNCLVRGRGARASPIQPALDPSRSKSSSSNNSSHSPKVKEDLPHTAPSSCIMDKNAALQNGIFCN
#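 Measure – % activation relative to 1 µM S1P (100%), per plate · System – stable CHO line with human S1P3, Gα16, NFAT-BLA reporter · Timing – cells plated overnight, compound 4 h 37 °C, substrate 2 h RT · Technique – fluorescent BLA substrate, ex 405 nm, em 460/535 nm ratio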
# A340 absorber – compound light absorbance at 340 nm, profiling panel, artefact control, biochemical, MLSMR library, data from PS, PMK, MK assays; compound absorbance at 340 nm, fold over control; fold change at 10 µM; 65,000 tested, under 10 active;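 active means at 10 µM dose, initial 340 nm absorbance at least 2 fold that of control wells; inactive means change under 2 fold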;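 further: initial absorbance extrapolated from kinetic A340 decline of NADH oxidation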
# S1P1 ag-PAM – S1P1 agonists and agonism potentiators, primary screen, cell-based, primary and confirmation screens, CRE-bla reporter. Sphingosine 1-phosphate receptor 1 (Homo sapiens), P21453. 56,000 tested, 0.57% active. S1P1 CRE-bla cells, forskolin, beta-lactamase FRET, potentiator mode; S1P1 agonist co-added at EC20, 2 nM; 100% = saturating reference agonist, 0% = basal. AID 449, 2006. activation, % at 9.5 µM;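 active means activation above a cutoff set at the mean activation of all tested compounds plus 3 SD, cut at about 54% in these data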;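 further: forskolin at 4 µM as EC80 and the EC20 agonist is SEW2871; 100% = SEW2871 at its EC100 plus forskolin at EC80; some compounds past the cut are filed as inactive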
# Target sequence (P21453 whole entry, looked up): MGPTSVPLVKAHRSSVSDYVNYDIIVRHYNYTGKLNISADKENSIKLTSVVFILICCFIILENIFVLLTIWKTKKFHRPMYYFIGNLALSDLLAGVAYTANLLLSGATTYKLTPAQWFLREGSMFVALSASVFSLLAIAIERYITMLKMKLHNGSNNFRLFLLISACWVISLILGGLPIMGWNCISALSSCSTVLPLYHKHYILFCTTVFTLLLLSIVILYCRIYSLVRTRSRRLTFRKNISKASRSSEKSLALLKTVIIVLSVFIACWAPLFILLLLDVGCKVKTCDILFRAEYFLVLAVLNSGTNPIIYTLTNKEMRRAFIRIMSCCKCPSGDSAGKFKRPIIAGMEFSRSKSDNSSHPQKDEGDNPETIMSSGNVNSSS
# 5HT1E ag – 5-HT1E receptor agonists, primary screen, cell-based, HTS; CHO 5-HT1E Ga15 NFAT-bla reporter, FRET; 0% DMSO wells, 100% control agonist wells; activation, % at 6 µM; 65,000 tested, 0.69% active; AID 574, 2007;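 active means activation above a set limit, the screen-wide mean activation plus 3 SD, cut at about 8.5% in these data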;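 further: 100% = positive control agonist at 1 µM giving full maximal response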
# Autofluor 339 – intrinsic fluorescence of library compounds, ex339/em460 – biochemical, MLSMR library, data from DPM-DC assay, artefact control, profiling panel; compound autofluorescence, ex339/em460 nm, NADH buffer; hits give high values; 1 = no-compound wells, NADH background; fluorescence fold increase at 10 µM; 65,000 tested, 5.5% active;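 active means at 10 µM, mean starting fluorescence two-fold or more over control wells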;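 further: signal is the first read of a kinetic run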
# HTR1E antagonist – 5-HT1E receptor antagonists, primary screen, cell-based, HTS | 5-hydroxytryptamine receptor 1E (Homo sapiens), P28566 | CHO 5-HT1E Ga15 NFAT-bla reporter, FRET, antagonist | inhibition, % at 6 µM | 65,000 tested, 0.99% active | AID 571, 2007;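 active means inhibition above a set limit, the mean inhibition across every tested compound plus 3 SD, cut at about 29% in these data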;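 further: signal is the 460 over 535 nm emission ratio of beta-lactamase substrate; 0% = agonist plus DMSO wells and 100% = wells without agonist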
# MMP13 inh – human MMP13 inhibitors, primary screen, biochemical, FRET peptide cleavage. 65,000 tested, 0.07% active. Collagenase 3 (Homo sapiens), P45452. MMP-13 fTHP FRET cleavage, Mca fluorescence. AID 570, 2006. inhibition, % at 4 µM;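 active means inhibition above the mean of compound-free control plate wells plus 3 SD, cut at about 14% in these data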;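 further: 0% = DMSO wells and 100% = wells with reference MMP-13 inhibitor after basal subtraction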
# HER2 expr 66K – inhibitors of Her2 protein expression, primary screen, SKBR-3 cells, AlphaScreen, 66K library; SKBR-3 HER2 protein level, 18-24 h; hits give low values; HER2 level % of control, % at 10 µM; 65,000 tested, 0.69% active;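 active means HER2 level under 5% of the carrier-only control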;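 further: 100% = DMSO carrier and 0% = 500 nM PU-H71 HSP90 inhibitor; lower value means stronger loss of Her2 protein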
# 5-HT1A blocker – human 5-HT1a receptor antagonists, primary screen, cell-based, CHO, Ga15 NFAT-bla reporter | AID 612, 2007 | 5-hydroxytryptamine receptor 1A (Homo sapiens), P08908 | inhibition, % at 10 µM | 62,000 tested, 0.68% active | CHO 5-HT1a Ga15 NFAT-bla reporter, antagonist mode;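 active means inhibition above the mean of all tested compounds plus 3 SD, cut at about 43% in these data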;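 further: receptor stimulated by 5-CT agonist at 100 nM near EC80; beta-lactamase reporter measured by ratiometric fluorescence of a cleavable substrate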
# Starred values were filed as active, the others as inactive; . = not tested or not shown; [ ] = remark or other dose.
SMILES,S1P3 ag,A340 absorber,S1P1 ag-PAM,5HT1E ag,Autofluor 339,HTR1E antagonist,MMP13 inh,HER2 expr 66K,5-HT1A blocker
COc1ccc(C(C)NC(=O)c2ccoc2C)cc1OC (configuration not stated),-0.8,1,-7,1.0,1,-4,-5,80,-5
O=C(Nc1nc2c(s1)CCCC2=O)c1cnccn1,-0.4,1.2,-5,0.1,1,-6,3,80,4
CCc1cc2cc3c(cc2nc1SCC(=O)Nc1cc(C)on1)OCO3,-0.9,1.1,-30,-0.1,1.5,-4,4,52,10
Cc1ccc(C(c2nnnn2CS(=O)(=O)c2ccc(C)cc2)N2CCC(C(N)=O)CC2)cc1 (configuration not stated),-0.8,0.98,-2,-0.1,1,3,3,91,4
CC(C)(C)n1ncc2c(=O)n(CC(=O)Nc3ccc(Cl)cc3)cnc21,-0.5,0.96,-32,-0.5,1.1,-18,-1,85,-8
COC(=O)C1=C(C)NC(=O)NC1/C=C/c1ccccc1 (configuration not stated),-1.2,1,-21,0.3,1.1,-2,3,49,-18
Cc1ccnc(SCCn2c(N3CCOCC3)nc3c2c(=O)[nH]c(=O)n3C)n1,-0.1,1,1,-0.2,1.1,7,7,90,7
Cn1nc(CC(=O)Nc2ccc3c(c2)CCC3)c2ccccc2c1=O,-1.7,1,40,-0.5,1.1,10,6,55,11
COc1cc(-c2nnc(SCC(=O)N(Cc3ccccc3)C(C)(C)C)o2)cc(OC)c1OC,-0.8,0.97,14,0.5,1.1,3,-1,72,-3
O=C(NCCN1CCCC1)C1COc2ccccc2O1 (configuration not stated),.,1,.,-0.3,1,8,2,116,3
CC1(C)Cc2c(sc3ncn4nc(CCC(=O)O)c(=O)nc4c23)CO1,-0.2,1.1,-10,-0.4,2,-8,-6,74,-4
COC(=O)C1=C(N)OC2=C(C(=O)CC(C)(C)C2)C1c1cccnc1 (configuration not stated),.,1.1,.,-1.1,1.1,4,6,189,2
CCOC(=O)N1CCN(C(=O)c2cn(CC)c3cc(N4CCN(C)CC4)c(F)cc3c2=O)CC1,-0.1,1,7,-0.4,1.9,-17,-66[fluorescence artefact?],98,.
COc1ccccc1CN1C(=O)CCC1(C)C(=O)NC1CCCCCC1 (configuration not stated),-0.3,0.98,23,-0.7,1,1,-2,98,19
COc1ccc(OC)c(NC(=O)Cc2coc3ccc(C)cc23)c1,-0.8,0.97,-3,-1.7,1,-1,-2,90,24
CCCCC1CCC(/C(N)=N/O)CC1 (configuration not stated),-1.6,1.1,-16,-0.9,1.1,-10,-1,112,11
Cc1occc1-c1nnc(SCC(=O)N2CCOCC2)o1,-0.9,1,-19,0.5,1,1,-2,87,-6
COc1cc(OC)c(OC)cc1/C=N/n1c(C)nnc1C,-2.1,1.1,-11,-0.8,2.2*,0,-1,96,2
CN(C)CCCN(CCCNC(=O)/C=N/O)Cc1ccccc1,-2.3,1,5,26*,1.1,5,1,104,.
CCCC(=O)Nc1ccc(NC(=O)c2cccc(OC)c2)nc1,0.2,0.99,9,0.1,1.1,1,0,115,-5

# 2 records drawn at random from those above:
SMILES,S1P3 ag,A340 absorber,S1P1 ag-PAM,5HT1E ag,Autofluor 339,HTR1E antagonist,MMP13 inh,HER2 expr 66K,5-HT1A blocker
COC(=O)C1=C(C)NC(=O)NC1/C=C/c1ccccc1 (configuration not stated),-1.2,1,-21,0.3,1.1,-2,3,49,-18
CCCCC1CCC(/C(N)=N/O)CC1 (configuration not stated),-1.6,1.1,-16,-0.9,1.1,-10,-1,112,11

# (next part)
SMILES,S1P3 ag,A340 absorber,S1P1 ag-PAM,5HT1E ag,Autofluor 339,HTR1E antagonist,MMP13 inh,HER2 expr 66K,5-HT1A blocker
O=C(c1cccc(C(=O)N2CCN(c3ccc(F)cc3)CC2)c1)N1CCN(c2ccc(F)cc2)CC1,-1.4,1,46,0.7,1,11,3,73,2
Cc1ccc(-c2nnc(CSc3nnc(C)s3)o2)cc1,-0.5,0.99,4,0.9,1.1,8,6,120,6
O=C(O)CCCNc1cc(N2CCC3(CC2)OCCO3)c2noc3c2c1C(=O)c1ccccc1-3,-0.2,1,-39,0.7,0.98,14,0,89,-3
CCN(CC)CCCN1C(=O)c2oc3ccccc3c(=O)c2C1c1cc(OC)ccc1OC (configuration not stated),-1.0,1.1,-10,0.2,1.9,3,6,70,-18
COC(=O)C1=C(Cn2cnc3ccccc32)NC(=O)NC1c1cc(C)ccc1C (configuration not stated),-1.2,1.1,.,-1.3,1.1,2,4,.,-5
CSc1ccccc1C(=O)NCc1ccc2c(c1)OCO2,-0.3,1,.,-0.7,1.2,5,4,67,1
CC1Cc2ccccc2N1C(=O)CSc1nnc(Cn2nnc3ccccc32)n1C (configuration not stated),0.3,1,-6,-1.0,1.1,3,4,97,2
CC1CCN(C(=O)CSc2ccc3nnc(-c4ccccc4)n3n2)CC1,0.1,0.99,2,-0.1,2.2*,1,-2,100,-7
Cc1ccc(Cl)cc1N1CCN(C(=O)c2ccc(CN3CCOCC3)cc2)CC1,-0.6,1.1,9,-1.1,1.1,4,7,109,-3
CCn1c(CSc2nc3ccccc3s2)nnc1SCC(=O)c1ccc2c(c1)OCCO2,-0.1,1.1,11,0.8,1.1,-9,-3,98,-2
O=C(c1cnc2n(c1=O)CCS2)N1CCc2ccccc21,-1.4,0.99,-26,-0.5,1,-2,3,88,8
Cc1ccccc1CN1CCN(CC(=O)NCc2ccccc2)C1=O,.,0.99,.,-2.0,1,16,-5,53,1
CCN(CC)S(=O)(=O)c1ccc(Cl)c(C(=O)NC)c1,0.2,1,-16,-0.5,0.94,-2,-9,111,-8
COc1ccc2nc(SCC(=O)NC(C)C)[nH]c2c1,0.3,0.98,2,0.8,1,1,6,110,-4
CCOC(=O)N1CCN(C(=O)c2ccc3nc4ccsc4c(=O)n3c2)CC1,0.0,1,-24,-0.2,2.2*,0,-51,91,0
O=C(c1ccncc1)N1CCN(C(=O)c2cccc3ccccc23)CC1,-0.4,1,4,-0.9,1.1,-5,3,100,2
CC(=O)Nc1ccc(S(=O)(=O)Nc2cccc(N(C)S(C)(=O)=O)c2)cc1,-0.3,1.1,-2,-0.3,1.1,-7,-5,109,-2
COc1ccccc1NC(=O)C1=C(C)Nc2nnnn2C1c1ccccc1OC (configuration not stated),0.8,1,-60,-0.1,1.1,-3,1,73,-9
Cc1c2cnn(-c3ccccc3)c(=O)c2c(C)n1CCCC(=O)N1CCN(C)CC1,-1.3,1.1,19,1.0,1.1,11,3,92,-3
CCOC(=O)N1CCN(c2c(NCCCN(C)c3ccccc3)c(=O)c2=O)CC1,-0.9,1,-12,0.0,1.1,-3,8,87,-2
CCNc1ccc2c(Cl)cc(=O)oc2c1,0.0,1,50,0.7,2.9*,22,-28,78,12
CCCS(=O)(=O)N1CCN(C(=O)CCC2CCCC2)CC1,-0.8,0.97,.,0.3,1,-4,4,113,5
O=P(Cc1nnco1)(c1ccccc1)c1ccccc1,0.6,1,-10,-0.3,1.1,0,0,56,.
Fc1cccc(-n2c(-c3ccco3)nc3nc4ccccc4nc32)c1,-0.2,1.1,7,-0.5,3.6*,5,-68,78,-2
CCN(CC)S(=O)(=O)c1ccc(-c2nnco2)cc1,.,1,.,-0.5,1.1,2,-2,.,-12
COCCNC(=O)CN(Cc1ccc2c(c1)OCO2)C(=O)CCC(=O)Nc1nccs1,-0.9,0.98,-1,-1.1,1.2,-12,2,122,-20
O=C(Nc1cccc(C(=O)N2CCOCC2)c1)NC1CCCCC1,0.3,0.98,3,1.5,1.1,3,4,-22*,-7
CC(C)c1ccccc1NC(=O)c1cnccn1,-1.1,1,18,0.2,1.1,0,-3,79,9
COc1cccc(N2CCN(C3CCCC(C)C3)CC2)c1 (configuration not stated),-1.4,1,.,0.1,1.1,5,3,122,9
CCOc1cc([C@H]2[C@@H]3CCCC[C@]3(O)CCN2CC(=O)NCc2ccco2)ccc1O,0.2,1,2,0.5,1.1,-8,4,99,6
Cc1cc(C)n(C(=O)CNC(=O)Cc2ccccc2)n1,0.5,1,-10,1.1,1.1,5,-3,70,-8
COc1ccc(CN(C(=O)c2snc(C(N)=O)c2N)C(C(=O)NC(C)(C)C)c2ccco2)cc1 (configuration not stated),-0.2,1,0,-0.8,2.3*,4,-12,160,-7
CCCCn1c(NC(C)=O)c(C#N)c2nc3ccccc3nc21,0.0,1.1,8,3.3,3.8*,5,-143[fluorescence artefact?],74,-8
CCCCOc1ccc(CNn2c(C)nc3ccccc3c2=O)cc1,-0.7,0.96,28,1.2,1.1,-10,2,86,-21
O=C(CSc1nnnn1C1CCCCC1)N1CCc2ccccc21,-0.2,0.93,8,-0.1,1.1,-6,7,93,-1
O=C(NCC(c1cccnc1)N1CCN(c2ccc(F)cc2)CC1)c1cccc(Cl)c1 (configuration not stated),-1.5,1,-7,0.2,1.1,2,0,96,13
CCOc1ccc(OCc2cccc(C(=O)O)c2)cc1,-1.3,1,15,0.7,1.1,6,2,111,3
N#CCSc1nc(-c2ccccc2)cs1,-0.5,0.97,1,-0.1,1,8,-5,68,11
COC(=O)[C@@H](NC(=O)Nc1ccc2c(c1)OCCO2)C(C)C,-0.1,1,7,-0.3,0.83,-12,3,97,0
Cc1ccc(C(c2sc3nc(C)nn3c2O)N2CCN(c3ccc(F)cc3)CC2)cc1 (configuration not stated),0.6,1,5,-0.8,1,-8,-3,67,-15
Cc1nc(NCc2ccccc2)[nH]c(=O)c1CCC(C)C,-1.0,1,-19,0.6,1.1,-4,-3,98,-4
CCCCCN(C(=O)NC(=O)Nc1ccccc1OC)S(C)(=O)=O,-0.4,1,16,0.1,1,9,-3,110,24
CCOC(=O)c1sc(-n2[nH]c(C)cc2=O)nc1C,-2.2,1,-3,0.0,1.1,-1,-2,131,.
CCOC(=O)c1[nH]nc2c1C(=O)N(CC)C2=O,0.2,1,6,0.3,1.2,-6,1,81,0
O/N=C1\CCCc2oc3c(c21)CCCC3,.,1,.,0.9,1.1,-1,0,77,-13
CCOc1cc(C#N)c(NC(=O)CSc2nnnn2-c2ccc(OC)cc2)cc1OCC,-0.4,1,-12,-0.1,1.1,-3,-2,48,-13
CCCC(=O)N1CCN(c2ccc(NC(=O)c3cc4ccccc4o3)cc2Cl)CC1,-0.6,1.1,66*,1.7,1.2,44*,2,-9.9*,17
CC(C)(C)c1ccc(Cn2nnc3c(=O)[nH]c(C4CCN(C(=O)Cc5cccs5)CC4)nc32)cc1,-0.2,1,1,-0.6,1.1,5,-3,98,-5
Cc1cc(N2CCOCC2)c2c(N)c(Br)cc(C)c2n1,-0.2,1.1,.,0.7,0.68,20,-4,92,15

# An unsorted share of the library. About 8.5% of those tested had a hit in this group.
